DAX1 inh-1: inhibits human nuclear receptor DAX1. HEK293 Gal4-DAX1 luciferase reporter, luminescence. inhibition, % at 6.75 µM. hit rate 0.99% among 340,000. AID 504766;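 active = inhibition above the mean over all tested compounds plus 3 SD, cut at about 4.2% in these data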;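 note: 0% = DAX1-transfected cells with DMSO and 100% = empty-vector control cells with DMSO; inhibition shows as a rise in luminescence from relieved DAX1 repression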
Target sequence (P51843 207-470 limits assumed): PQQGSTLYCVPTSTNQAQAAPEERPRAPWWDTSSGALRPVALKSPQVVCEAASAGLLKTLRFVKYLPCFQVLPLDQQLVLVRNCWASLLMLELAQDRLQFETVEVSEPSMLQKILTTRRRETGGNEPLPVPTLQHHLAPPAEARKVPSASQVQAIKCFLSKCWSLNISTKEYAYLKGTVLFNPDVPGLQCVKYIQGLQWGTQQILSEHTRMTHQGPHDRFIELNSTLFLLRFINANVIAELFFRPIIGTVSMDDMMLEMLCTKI
DAX1 inh-2: inhibitors of DAX1 repression of SF-1 activated StAR promoter. HEK293T StAR-luciferase reporter, SF-1/DAX-1 repression relief. inhibition, % at 6.8 µM. hit rate 1.1% among 370,000. AID 652010;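 active = inhibition above the mean over all tested compounds plus 3 SD, cut at about 3.6% in these data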;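 note: 0% = DAX-1 cells with DMSO and 100% = cells lacking DAX-1 with DMSO; higher inhibition means more luminescence from relief of DAX-1 repression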
hcDAF-12 act: activators of H. contortus DAF-12 nuclear receptor. hit rate 1.4% among 370,000. activation, % at 6.8 µM. AID 652067. HEK293 hcDAF-12 lit1-tk-luc reporter, luminescence; 0% DMSO, 100% Δ7-dafachronic acid;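 active = activation above the mean of all tested compounds plus 3 SD, cut at about 5.5% in these data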;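 note: 100% = response to 3 µM Δ7-dafachronic acid high control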
GC-A act: GC-A (human) enzyme activation; P16066; HEK293 GC-A cells, cGMP TR-FRET, EC30 ANP; 0% at EC30 ANP, 100% saturating ANP; activation, % at 10 µM; hit rate 0.14% among 370,000; in the data active = activation above about 40%
hgDAF-12 ag: agonists of H. glycines DAF-12 nuclear receptor; HEK293 GAL4-hgDAF12 UAS-luciferase reporter, agonist luminescence; normalized to butyrate control; activation, % at 6.8 µM; hit rate 1.8% among 370,000;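 active = activation above a cutoff set at the mean of all screened compounds plus 3 SD, cut at about 10% in these data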;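 note: 0% = DMSO wells and 100% = sodium butyrate wells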
NPR2 activator: GC-B (human) receptor activation; HEK293-GC-B cells, CNP EC30, cGMP TR-FRET; 0% at EC30 CNP, 100% saturating CNP; activation, % at 10 µM; hit rate 0.11% among 370,000; P20594;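 active = activation at 10 µM reaching about 35% in either raw or pattern-adjusted values, limit read from the data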
FXN GAA850 act: increases GAA850 frataxin promoter reporter activity | HEK293 lucGAA850 FXN promoter luciferase reporter, 24 h; percent of 10 µM SAHA response | activation, % at 6 µM | hit rate 0.56% among 360,000;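 active = activation above the average of all compounds screened plus 3 SD, cutoff fixed separately per campaign, cut at about 7.5% in these data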;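 note: 0% = DMSO wells and 100% = 10 µM SAHA wells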
sPLA2-III inh: Blocks human group III sPLA2 activity; QFRET BODIPY PC-A2 liposome hydrolysis, fluorescence; inhibition, % at 12.2 µM; hit rate 0.56% among 370,000; AID 743126;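 active = inhibition above mean plus 3 SD of compounds lying within the high and low control bounds, cut at about 19% in these data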;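 note: 0% = median of test compound wells and 100% = no enzyme DMSO wells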
Target sequence (Q9NZ20 whole entry, looked up): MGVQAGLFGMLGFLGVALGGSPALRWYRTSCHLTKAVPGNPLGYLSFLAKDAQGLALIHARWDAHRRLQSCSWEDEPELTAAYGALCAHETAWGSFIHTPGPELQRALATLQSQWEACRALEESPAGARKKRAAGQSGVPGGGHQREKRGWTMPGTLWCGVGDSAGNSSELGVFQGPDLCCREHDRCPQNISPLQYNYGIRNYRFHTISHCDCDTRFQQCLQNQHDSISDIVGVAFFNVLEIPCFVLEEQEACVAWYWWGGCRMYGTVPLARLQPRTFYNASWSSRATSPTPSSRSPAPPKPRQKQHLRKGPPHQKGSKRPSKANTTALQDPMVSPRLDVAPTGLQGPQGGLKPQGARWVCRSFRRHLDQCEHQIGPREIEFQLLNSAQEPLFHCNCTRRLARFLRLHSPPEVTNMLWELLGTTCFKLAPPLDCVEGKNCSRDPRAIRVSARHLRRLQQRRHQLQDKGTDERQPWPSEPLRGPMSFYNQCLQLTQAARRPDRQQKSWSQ
ADAM10 inh: ADAM10 inhibition, QFRET primary screen. inhibition, % at 7 µM. recombinant ADAM10, EDANS/DABCYL FRET peptide cleavage, 3 h. O14672. AID 720582. hit rate 0.62% among 370,000;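 active = inhibition above a per-campaign cutoff equal to the mean of compounds falling between control-based bounds plus 3 SD, cut at about 20% in these data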;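 note: 0% = DMSO wells while the 100% control is not disclosed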
ssDAF12 agonist: S. stercoralis DAF-12 activation, primary screen | HEK293 ssDAF-12/GRIP1 lit1-tk-luc reporter, luminescence; % of 3 µM dafachronic acid response | activation, % at 6.8 µM | hit rate 1% among 370,000 | AID 652126;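 active = activation above the mean over all tested compounds plus 3 SD, cut at about 0.9% in these data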;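 note: 0% = DMSO-only wells and 100% = 3 µM delta7-dafachronic acid wells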
SMARCA2 activ: increases SMARCA2 function in MMTV reporter cells. AID 652017. hit rate 1% among 370,000. activation, % at 9.1 µM. MG213 cells, MMTV-luciferase reporter, dexamethasone, overnight; in the data active = activation above about 7.8%;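 note: 0% = vehicle wells and 100% = reference activator wells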
* = called active by the depositor; i = inactive; · = no result given. Not all compounds are listed, so the mix of outcomes need not match the whole.

A first look, 2 compounds:
The line under a structure holds: DAX1 inh-1, DAX1 inh-2, hcDAF-12 act, GC-A act, hgDAF-12 ag, NPR2 activator, FXN GAA850 act, sPLA2-III inh, ADAM10 inh, ssDAF12 agonist, SMARCA2 activ
Cc1ccc(NC2=NCCCS2)c(C)c1C
  -1.7, 0.4, -2.1, 2.8, -2.7, 6.8, 0.3, 12.2, -5.9, -1.5, -2.3
Clc1ccccc1C1NCc2ccccc2-n2cccc21 (stereo not drawn)
  0.9, -1.4, -1.5, -6.8, 0.7, -4.7, 1.0, -6.5, 1.2, -1.5, -0.3

Results, previewed entries included:
The line under a structure holds: DAX1 inh-1, DAX1 inh-2, hcDAF-12 act, GC-A act, hgDAF-12 ag, NPR2 activator, FXN GAA850 act, sPLA2-III inh, ADAM10 inh, ssDAF12 agonist, SMARCA2 activ
Cc1ccc(NC2=NCCCS2)c(C)c1C
  -1.7, 0.4, -2.1, 2.8, -2.7, 6.8, 0.3, 12.2, -5.9, -1.5, -2.3
Clc1ccccc1C1NCc2ccccc2-n2cccc21 (stereo not drawn)
  0.9, -1.4, -1.5, -6.8, 0.7, -4.7, 1.0, -6.5, 1.2, -1.5, -0.3
O=C(Cc1ccccc1)N1CCN(CC2CC3C=CC2C3)CC1 (stereo not drawn)
  0.0, 0.6, 0.1, 4.2, -2.3, -2.0, 0.1, 5.2, 4.1, -1.4, -0.8
c1ccc2oc(-c3ccc4c(c3)CNCc3cnnn3-4)cc2c1
  ·, 5.0*, -0.1, -3.2, 9.4, -2.2, ·, 3.2, i, -0.2, 7.0
CCOc1ccc(N=Cc2c(O)n(-c3ccc(C)c(C)c3)c(=O)[nH]c2=O)cc1
  ·, -0.1, -0.1, 1.5, 0.5, -2.2, -0.9, -2.5, -1.4, -1.2, -5.3
COCCNC(=O)Cn1cc(/C=C2\C(=O)NC(=O)N(c3ccccc3F)C2=O)c2ccccc21
  0.6, 0.1, 0.9, 7.1, -1.1, 7.4, -0.3, 3.0, 3.0, 0.2, -0.1
CCCCCn1c(=O)c(C(=O)NCc2ccccn2)c(O)c2ccccc21
  0.5, -0.4, -0.7, 4.7, 2.5, 2.4, -1.4, -1.0, 5.7, -1.4, -0.2
CC(=O)OC1C(O)C(C)OC(OC2C(OC(=O)C3CCC4C(C3)OC3(CC(OC(=O)/C=C/c5ccccc5)C(C)CO3)C43CO3)OC(C)C(O)C2OC(C)=O)C1O (stereo not drawn)
  -6.8, -9.7, -4.5, 0.1, -15.4, 5.6, -15.0, -14.8, -12.1, -3.0, -10.7
COC(=O)C1(F)C(=O)NC(=O)NC1O (stereo not drawn)
  ·, -0.7, 0.4, -4.7, -2.0, 1.1, ·, 14.8, -1.4, 0.5, 1.6
Cc1ccccc1-n1c(O)c(/C=N/N2CCOCC2)c(=O)[nH]c1=S
  1.1, -0.1, -1.3, 3.3, 2.1, 4.3, 1.8, 6.5, 5.2, -1.2, -2.2
Cc1c(CCN)ccc2c1[nH]c1ccccc12
  0.5, 0.2, -0.5, 4.8, -1.8, -5.5, 1.4, 13.0, -6.1, -0.4, -3.9
O=c1[nH]c2ccccc2c(=O)n1-c1cccc(Cl)c1
  0.6, -0.8, -1.4, 5.7, 1.0, 6.1, 1.4, 3.5, -18.6, -1.1, -2.4
Nc1ccc2c(c1)Cc1ccccc1-2
  -0.9, 0.8, 0.0, -6.8, 7.6, -5.0, 1.9, 6.5, -9.7, -0.3, 6.4
COC(=O)C1=C(c2ccc(F)cc2OCc2ccccc2)C[C@@H]2CC[C@H]1N2C(=O)NCc1ccccc1OC
  0.2, -1.1, -1.9, -3.8, -2.4, -3.9, -5.8, -10.6, 27.8*, -1.3, -2.1
O=c1[nH]c(=O)n(Cc2ccc(F)cc2)c(O)c1C=NCC1CCCO1 (stereo not drawn)
  0.7, 0.4, 0.1, -0.2, -1.9, 1.3, 2.1, -4.1, 11.5, -0.5, 1.5
CNC(=O)Oc1ccc(-c2cn3cc(Cl)ccc3n2)cc1
  -1.3, 6.1*, 6.4*, 8.9, 13.5*, -0.4, 4.1, 9.2, -201.8, 1.6*, 6.3
O=C1CN=C(c2cc([N+](=O)[O-])ccc2Cl)c2cc([N+](=O)[O-])ccc2N1
  0.2, -0.6, 0.2, 0.2, 1.2, 1.0, 0.9, -2.2, -4.4, -1.4, -0.4
CN1CC[C@@H]2CN[C@H](c3ccccc3)C[C@@H]21
  ·, 0.1, -0.1, -0.3, -0.9, 5.0, ·, 5.4, -81.2, -0.2, -0.4
COc1cc(C2(C#N)CCN(C)CC2)cc(OC)c1OC
  -1.1, 0.0, -1.4, 3.8, -0.6, 2.0, 1.1, 3.0, 3.9, -0.6, 2.3
Nc1ccc(S(=O)(=O)N2CC3CC(C2)c2cccc(=O)n2C3)cc1 (stereo not drawn)
  0.9, -0.9, -1.8, 4.8, 1.0, -9.4, -1.9, 0.1, -9.1, -0.8, 1.3
c1ccc(C2OCCN3CCCCC23)cc1 (stereo not drawn)
  -0.1, 0.1, 0.8, 2.9, -2.8, -1.6, -1.0, 4.0, -1.0, -1.4, 1.1
Cc1cccc(N=C2c3cc([N+](=O)[O-])ccc3-c3c2cc([N+](=O)[O-])cc3[N+](=O)[O-])c1
  0.3, -1.1, -0.4, -9.9, -3.0, 14.7, 0.1, 2.6, -8.3, -0.7, -0.6
Cc1ccc(-c2nc(CS(=O)CC(=O)N3CCC4(CC3)OCCO4)c(C)o2)cc1 (stereo not drawn)
  -0.5, -1.2, -1.3, 10.0, 0.0, 1.4, -0.1, 4.5, 2.0, -1.6, -3.1
Cc1nn(Cc2ccccc2)c(C)c1C=C1C(=O)NC(=O)NC1=O
  -2.1, 0.3, 3.7, 0.7, -0.1, 0.5, 2.9, 1.0, -8.0, -0.7, -2.6
CSc1ccc(C(=O)C2CCCN(C)C2)cc1 (stereo not drawn)
  1.7, 0.2, 3.3, 0.4, 0.0, -2.1, -0.7, 0.2, -0.3, -1.5, 3.6
O=C1CCCN1CC#CCN1CCCC1
  0.5, 0.7, -0.6, 2.6, 3.4, -1.1, -1.5, 12.7, -9.9, -0.9, -3.1
C=CCOC(=O)C1C(C(=O)O)C2(Cl)C(Cl)=C(Cl)C1(Cl)C2(Cl)Cl (stereo not drawn)
  1.4, -0.5, 1.4, 0.5, 0.9, -0.9, -0.5, -1.3, -6.0, -0.9, 0.4
COC(=O)C1=C(c2ccc(-c3ccccc3)c(F)c2)C[C@@H]2CC[C@H]1N2C(=O)NCCOc1ccc(OC)cc1
  -1.5, -1.4, -3.1, -1.8, -4.4, -0.9, -12.3, -21.1, 40.4*, -2.3, -3.5
C=CCN=C(SCC(=O)c1ccc(Cl)cc1)c1c(O)n(C)c(=O)n(C)c1=O
  -1.1, -0.5, -1.4, -6.7, -1.2, -7.3, -0.1, -10.1, 2.7, -1.0, 0.0
COc1cc(/C=N/n2cnnc2)ccc1OC(=O)N(C)C
  0.6, -0.1, -0.1, -3.5, 0.0, 1.8, -0.1, -0.1, -5.1, -0.6, 2.0
O=C(CCN1CCOCC1)NCC(=O)Nc1ccc(Br)cc1C(=O)c1ccccc1
  0.8, -1.0, -2.0, 2.5, -0.3, -0.5, -0.8, -0.3, -0.3, -1.2, -2.5
O=C(CCNC(=O)N1C[C@H]2C[C@@H](C1)c1cccc(=O)n1C2)Nc1ccc(F)cc1
  2.2, -0.5, 0.4, 2.8, -0.1, -1.4, 0.7, 1.2, 0.1, -1.3, -0.1
Cc1ccc(Cl)cc1-n1c(O)c(C=NCCCN2CCOCC2)c(=O)[nH]c1=O
  -0.3, -0.8, 0.8, 5.5, -0.1, 3.8, 1.1, 5.0, -4.2, -1.1, 1.1
COc1ccc(OC(=O)N(C)C[C@@H]2OCc3cnnn3CCCC(=O)N([C@@H](C)CO)C[C@H]2C)cc1
  0.9, -0.2, -0.6, -0.9, -0.1, 9.2, 1.5, 4.2, -7.9, -1.3, -4.2
CCOP(=O)(OCC)/C(C#N)=C/c1ccoc1
  -0.7, 0.6, -0.4, 2.7, -0.9, -0.6, -0.4, 3.9, -32.4, -1.0, -4.1
Cc1cc(C(=O)OCC(=O)Nc2ccc(F)cc2F)c(C)n1C1CC1
  0.5, 1.1, -1.1, 1.0, 2.1, -0.3, 0.3, 14.8, -6.1, -0.7, -1.0
O=C(O)c1ccc(N=Cc2c(O)[nH]c(=O)[nH]c2=O)cc1
  -1.3, 0.0, -1.3, 2.2, -1.6, -2.5, 1.3, 0.5, -15.9, -1.2, -3.6
Cc1nn(Cc2ccccc2)c(C)c1C(=O)NCc1ccccc1F
  -0.4, 0.1, -1.5, -0.6, -3.3, -2.0, -0.3, 5.8, -4.4, -0.9, -6.1
CCOC(=O)[C@]12Cc3cc(C)ccc3[C@H]1N(C1CCCCC1)C(=O)c1ccccc12
  ·, -3.3, -3.5, -22.1, -4.4, -17.7, ·, 3.3, 5.6, -1.6, -6.3
CSc1ncc(Cl)c(C(=O)O)n1
  1.1, -0.1, 2.7, -4.0, 1.0, -7.8, -1.9, -1.4, -4.3, -0.6, -0.9
CCOC(=O)c1ccc(N2C(=O)CC(N3CCC(C#N)(c4ccccc4)CC3)C2=O)cc1 (stereo not drawn)
  -0.7, 0.3, -2.0, 1.6, -1.1, 6.8, -1.4, -22.5, -4.1, -1.2, -1.2
COc1ccc(NC(=O)C2C3CCC(O3)C2C(=O)O)c(OC)c1 (stereo not drawn)
  1.5, 0.2, 0.5, 1.9, 1.1, -2.2, 4.8, 10.0, 10.9, 0.1, 3.7
CN(C)P(=O)(C(Cl)=C(N1CCCCC1)N1CCCCC1)N(C)C
  -0.1, -0.2, 0.7, 0.3, 6.6, 2.5, -2.1, 3.6, 5.2, -1.4, 18.7*
COc1cccc(CC(=O)N(C)C2CCCN(Cc3ccccc3F)C2)c1 (stereo not drawn)
  -0.1, 0.4, -1.5, 0.4, 0.8, 10.0, 0.9, -0.5, 5.9, -1.3, -1.4

High-throughput results (PubChem)
